# Screening results (PubChem)
# Myeloid diff MLP: myeloid differentiation induction; ER-HoxA9 myeloid progenitors, lysozyme-GFP differentiation, flow cytometry; calls only at 10 µM; 1% of 360,000 active;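 active = normalized GFP-positive differentiation at or above the plate's own cutoff, the solvent-only control mean plus 3 SD; inconclusive = no clear call, values can overlap the other calls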;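 also: cells exposed to compound for four days before flow analysis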
# T cell modulator: modulates CD8 T cell binding to vesicles; calls only at 7 µM; AID 2052; 0.068% of 330,000 active; 2C CD8+ T cell-vesicle binding, flow cytometry; stronger effect = lower value;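 active = response, share of CD8 T cells binding vesicles, and their 90th percentile fluorescence all below set limits, cut at about 80% in these data, passing the limit was not always enough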
#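 incubation = binding step 1.5 h, 37 °C, antibody labelling 20 min, ice | test system = 2C mouse CD8+ T cells | read-out basis = percent CD8+ FL2 mean versus row control | controls = Peptide-free naked vesicles (low) and QL9 vesicles with 0.7% DMSO vehicle (high) | detection = flow cytometry of vesicle-bound cells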
# T cell modulator vesicle-bound %: second read-out of T cell modulator, no call of its own (marks repeat the call); double positive events, %; measured here: CD8+ vesicle-bound cell fraction;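 binding gate set so that unloaded-vesicle control wells show 10% double positive cells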
# Myeloid diff MLP GFP+ MAC1+ %: second read-out of Myeloid diff MLP, no call of its own (marks repeat the call); GFP+ MAC1+ double positive, %; measured here: differentiation confirmed by MAC1 staining
# * = called active by the depositor; i = inactive; ? = inconclusive; · = no result given. These rows are one share of the data. The share of hits here may be higher or lower than overall.
SMILES	Myeloid diff MLP	Myeloid diff MLP GFP+ MAC1+ %	T cell modulator	T cell modulator vesicle-bound %
O=C(COC(=O)CSc1ccc([N+](=O)[O-])cc1)NCCc1ccccc1	i	0.1	i	31
COc1ccc(CNC(=O)C(C)N2CCN(S(=O)(=O)c3ccccc3F)CC2)cc1 (centres undefined)	i	1.1	i	34
O=C1N(c2ccccc2C(F)(F)F)O[C@@]1(c1ccccc1)C1CCCC1	i	1.4	i	41
Cc1ccc(N(Cc2ccccc2)C(=O)c2cc(S(=O)(=O)N3CCOCC3)ccc2C)cc1	i	1.1	i	42
O=C(NCC(c1cccs1)N1CCOCC1)c1cn(-c2ccccc2)nc1-c1ccc(F)cc1 (centres undefined)	?	·	i	38
COCCN1CCN(c2c(C)c(C)nc3cc(-c4cccc(OC)c4)nn23)CC1	i	0.2	i	22
C[C@H](CO)N1C[C@H](C)[C@@H](CN(C)C(=O)Nc2ccc(C(F)(F)F)cc2)Oc2c(cccc2N(C)C)C1=O	i	0.3	i	9
CC(C)CN(C(=O)COC(=O)CNC(=O)c1sc2ccccc2c1Cl)C1CCS(=O)(=O)C1 (centres undefined)	i	0.7	i	55
CCOc1ccc(NC(=O)CN(C)Cc2ccc3c(c2)OCO3)cc1S(=O)(=O)N1CCCC1	i	0.4	i	30
S=c1[nH]nc(COc2ccccc2)n1/N=C/c1cccc(Br)c1	i	0.8	i	50
COc1ccc(S(N)(=O)=O)cc1C(=O)OCCCC(=O)c1ccccc1	i	0.6	i	27
CCN1C(=O)c2ccccc2Sc2ccc(C(=O)O)cc21	i	0.4	i	40
COCc1cc(=O)c2ccccc2o1	i	0.6	i	20
CCOc1ccc(/C(O)=C2/C(=O)C(=O)N(c3ccccn3)C2c2ccc(F)cc2)c(C)c1 (centres undefined)	i	0.1	i	38
CCOc1ccccc1N1CC(C(=O)Nc2ccccc2N2CCCC2)CC1=O (centres undefined)	i	0.3	i	35
CCOC(=O)C1=C(COC(=O)COc2ccc(Br)cc2)NC(=O)NC1C (centres undefined)	i	1.0	i	28
CCN1C(=O)N[C@@H](c2cccc(F)c2)C(C(=O)OC)=C1C	i	2.3	i	28
Cc1ccc(C)c(OCC(=O)N(C)CC(=O)Nc2ccc(Cl)c(C(F)(F)F)c2)c1	i	0.8	i	4
Cc1nc2ccc(NS(=O)(=O)c3cccc([N+](=O)[O-])c3)cc2s1	i	1.1	i	54
COc1ccc(C(CNC(=O)COc2cc(C)ccc2Cl)N2CCCCC2)cc1 (centres undefined)	i	0.7	i	59
CCCOc1c(Br)cc(C(=O)OCC(=O)NC(=O)c2cccn2C)cc1OC	i	1.0	i	49
CCOCCn1ccc2c(OCC(=O)NCCc3ccc(OC)c(OC)c3)cccc2c1=O	i	0.4	i	33
Cn1nnnc1Sc1ncnc2scc(-c3ccc([N+](=O)[O-])cc3)c12	?	·	i	28
CCc1ccc(NC(=O)[C@H](C)NC(=O)C2CCN(C(=O)[C@@H](N)C(C)C)CC2)cc1	i	1.1	i	50
CCc1ccc(C(=O)NNC(=O)CC2OC(=O)c3ccccc32)cc1 (centres undefined)	i	0.4	i	40
CN(C(=O)c1cn2ccccc2n1)c1c(N)n(Cc2ccccc2)c(=O)[nH]c1=O	i	0.8	i	36
COc1ccc(OCCOc2ccc(N(C)S(=O)(=O)c3ccccc3)cc2)cc1	i	1.3	i	23
CCOc1ccc(Nc2nc3ccccc3n2C)cc1	i	0.6	i	22
Cc1ccc(C(=O)N2CCCCC2C(=O)O)cc1S(=O)(=O)N1CCCCC1 (centres undefined)	i	0.7	i	21
COc1ccc(CCNC(=O)C2CCC(=O)N2Cc2ccccc2Cl)cc1OC (centres undefined)	i	0.4	i	53
COc1ccc(CNC(=O)c2cccc(S(=O)(=O)N3CCCCC3)c2)cc1OC	i	0.4	i	42
Cc1cc(C)nc(NC(=O)c2c(F)c(F)c(F)c(C(=O)Nc3cc(C)cc(C)n3)c2F)c1	i	0.1	i	34
O=C(NCCC(=O)N1CCN(c2ccccn2)CC1)c1ccc([N+](=O)[O-])cc1	i	0.3	i	37
O=C(COC(=O)/C=C/c1ccc(OC(F)F)cc1)NC1CCCCCCC1	i	0.5	i	26
COc1ccc2sc(-c3ccc(S(C)(=O)=O)cc3)c(-c3ccc4c(c3)OCCO4)c2c1	i	1.1	i	13
O=C(O)c1ccc(-c2noc(-c3cccc(F)c3)n2)cc1	i	0.3	i	19
CC(Oc1ccccc1)C(=O)N1CCC2(CC1)Oc1ccc(F)cc1C(=O)C21CC(c2ccc(Cl)cc2)=NO1 (centres undefined)	i	1.0	i	28
COc1cc(C#Cc2ccc3cc(CCCO)oc(=O)c3c2)cc(OC)c1	?	·	i	33
O=C(CCNS(=O)(=O)c1ccccc1C(F)(F)F)NNC(=O)C1COc2ccccc2O1 (centres undefined)	i	0.8	i	34
O=[N+]([O-])c1ccc(CSc2ccccn2)cc1	i	0.2	i	10
CCC(C(=O)OCC(=O)N1CCN(c2ccc(OC)cc2)CC1)c1ccccc1 (centres undefined)	i	0.6	i	43
CCOc1ccccc1NC(=S)NC1CC2CCC1C2 (centres undefined)	i	0.5	i	43
O=C(Cc1n[nH]c(=O)c2ccccc12)OCC(=O)c1ccccc1Cl	i	0.8	i	16
COc1cccc(C2=CC(=O)C[C@H](c3ccc(Cl)cc3)C2)c1OC	i	1.7	i	18
Brc1cccc(CNn2cnnc2)c1	i	0.2	i	52
CN1CCC(=NNC(=O)CN(c2cccc([N+](=O)[O-])c2)S(=O)(=O)c2ccccc2)CC1	i	1.5	i	46
CCN(C(=O)CN1C(=O)CN(C)C1=O)c1cccc2ccccc12	i	2.2	i	31
O=C(/C=C/c1cccc([N+](=O)[O-])c1)OCC(=O)N1CCOCC1	i	0.6	i	54
Cc1cccc(N2CCN(C(=O)CCc3nc4ccccc4c(=O)[nH]3)CC2)c1C	i	0.6	i	40
Cc1cc(C)c(OCC(=O)OCC(=O)NCc2cccs2)c(C)c1	i	1.2	i	58

# Reformatted field by field: entries from further up.
COc1ccc(OCCOc2ccc(N(C)S(=O)(=O)c3ccccc3)cc2)cc1
  Myeloid diff MLP: i	Myeloid diff MLP GFP+ MAC1+ %: 1.3	T cell modulator: i	T cell modulator vesicle-bound %: 23
CCOc1ccc(Nc2nc3ccccc3n2C)cc1
  Myeloid diff MLP: i	Myeloid diff MLP GFP+ MAC1+ %: 0.6	T cell modulator: i	T cell modulator vesicle-bound %: 22

# Following part.
SMILES	Myeloid diff MLP	Myeloid diff MLP GFP+ MAC1+ %	T cell modulator	T cell modulator vesicle-bound %
CCOc1ccccc1C(=O)N(C)CC(=O)Nc1ccc(OC)cc1	i	0.7	i	43
O=C(CNC(=O)c1ccc2ccccc2c1)NC1CCCCC1	i	1.0	i	47
CCOc1ccccc1NC(=O)c1cc(-c2ccccn2)nc2ccccc12	i	0.2	i	46
CC1CCN(C(C)C(=O)Nc2ccc(S(=O)(=O)N3CCCC3)cc2)CC1 (centres undefined)	i	0.8	i	14
COc1ccc(OC)c(C(=O)c2coc3cc(Br)c(O)c(Br)c23)c1	i	0.9	i	55
CCOc1ccc(S(=O)(=O)N2CCN(C(=O)c3ccc(C)c(S(=O)(=O)N4CCOCC4)c3)CC2)cc1	i	0.3	i	55
COc1ccc(C(=O)OCCc2cc3ccccc3c(=O)o2)cc1	i	1.0	i	28
Cc1cc(C)c(C)c(S(=O)(=O)N2CCN(C(=O)c3cc(S(=O)(=O)N4CCOCC4)ccc3F)CC2)c1C	i	0.3	i	35
Cc1ccccc1NC(=O)CON=C(N)c1ccccc1	i	0.3	i	34
COc1cc(C(=O)NCCOc2cc(C)cc(C)c2)cc(OC)c1OC	?	·	i	63
CCC(C)N(C(=O)COC(=O)COc1c(C)cc(C)cc1C)C1CCS(=O)(=O)C1 (centres undefined)	i	0.9	i	28
CC1(C)C2CC[C@]3(C)C(CC=C4[C@@H]5C[C@@](C)(CO)[C@@H](O)C[C@]5(C(=O)O)CC[C@]43C)[C@@]2(C)CC[C@@H]1O (some centres undefined)	i	1.2	i	45
CC(=O)c1ccc(N2C(=O)CC(N3CCN(S(=O)(=O)c4ccc(C)c(C)c4)CC3)C2=O)cc1 (centres undefined)	i	0.5	i	35
Cc1ccc(CN2CC(C(=O)NCCC3=CCCCC3)CC2=O)cc1 (centres undefined)	i	0.4	i	36
CCN(CC(=O)Nc1ccc(NC(C)=O)cc1)S(=O)(=O)/C=C/c1ccccc1	i	0.6	i	40
Cc1cc(C(=O)COC(=O)c2ccc(O)cc2)c(C)n1CC(F)(F)F	i	1.2	i	42
NS(=O)(=O)c1ccc(CNC(=O)c2ccc(Cl)c(S(=O)(=O)NCc3ccccc3)c2)cc1	i	0.8	i	48
COc1ccc(CC(=O)Nc2ccc(S(=O)(=O)N3CCC(C)CC3)cc2)c(OC)c1	i	2.5	i	49
O=C(CCCOc1ccc(Br)cc1)NNC(=O)c1ccncc1	i	0.2	i	51
COc1cccc(NC(=O)CN(C)C(=O)c2cc(-c3ccco3)nc3ccccc23)c1	i	0.3	i	17
O=C(COc1ccc(Br)cc1F)Nc1nnc(C2CC2)s1	i	0.6	i	54
COC(=O)c1ccc2[nH]c(CO)c(-c3ccccc3)c2c1	i	0.8	i	14
CSc1ccccc1NC(=O)C(C)N1C(=O)c2ccccc2S1(=O)=O (centres undefined)	i	0.2	i	43
O=C(O)COCC(=O)N1CCN(c2cc(C(F)(F)F)nc3ccccc23)CC1	i	0.4	i	22
COc1ccc(NC(=O)c2cc(-c3ccccn3)nc3ccccc23)cc1S(=O)(=O)N(C)C	i	1.6	i	56

# (list continues)
# Below each compound – Myeloid diff MLP	Myeloid diff MLP GFP+ MAC1+ %	T cell modulator	T cell modulator vesicle-bound %
- COc1ccc2c(c1)OC[C@H]1[C@H]2N2C(=O)c3cc(F)ccc3NC(=O)[C@@]2(C)[C@H]1c1ccccc1
  i	1.4	i	12
- O=S(=O)(c1ccc2ccccc2c1)N1CCc2ccccc21
  i	0.4	i	60
- Cc1cc(C)c(OCC(=O)Nc2ccc(S(=O)(=O)N3CCCC3)cc2)c(C)c1
  i	0.8	i	19
- CN(C)C(=O)c1ccc(NC(=O)COC(=O)C2=COCCO2)cc1
  i	1.0	i	41
- CC(=NNC(=O)c1cccc(S(=O)(=O)N2CCCC2)c1)c1ccccc1
  i	0.8	i	8
- CCC1(c2ccccc2)NC(=O)N(CC(=O)N(c2ccccc2)C2CCS(=O)(=O)C2)C1=O (centres undefined)
  i	0.4	i	37
- CN(CC(=O)NCC(c1ccccc1)N1CCCC1)S(=O)(=O)c1ccc(Cl)cc1 (centres undefined)
  i	0.8	i	27
- O=C(Nc1cccc(S(=O)(=O)N2CCOCC2)c1)C12CC3CC(CC(C3)C1)C2
  i	1.1	i	34
- O=C1CCCN1C(=O)COc1ccc([N+](=O)[O-])cc1
  i	0.2	i	28
- CCCCN(C(=O)c1ccc(-c2ccc(Cl)cc2)o1)c1c(N)n(CCC)c(=O)[nH]c1=O
  i	1.5	i	41
- COC(=O)Cc1ccc(NC(C)=O)cc1
  i	0.7	i	36
- NC(=O)CC(NC(=O)c1ccccc1)C(=O)O (centres undefined)
  i	3.3	i	22
- CC(C)NC(=O)N(C)C[C@H]1Oc2c(NC(=O)Nc3ccc4c(c3)OCO4)cccc2C(=O)N([C@H](C)CO)C[C@@H]1C
  i	1.4	i	24
- COc1cccc(OC)c1OC(=O)C1CC(=O)N(c2ccc3c(c2)OCCO3)C1 (centres undefined)
  i	0.5	i	19
- O=C(CCCNC(=O)c1ccc(Cl)cc1)Nc1nccs1
  i	1.7	i	39
- CC(=O)c1cccc(OCC(=O)Nc2cccc(C(=O)Nc3c(C)n(C)n(-c4ccccc4)c3=O)c2)c1
  i	0.4	i	20
- CCc1nnc(NS(=O)(=O)c2ccc(NC(=O)c3ccccc3O)cc2)s1
  i	0.3	i	34
- COC(=O)c1scc(C)c1NC(=O)c1ccc(Cl)cc1
  i	0.4	i	21
- CCOC(=O)CN1C(=O)N[C@@H](CCc2ccccc2)[C@@H](C(=O)OC)[C@H]1C
  i	4.0	i	35
- Cc1ccc(NC(=O)CCN2C(=O)C3CCCCC3C2=O)c(O)c1 (centres undefined)
  i	0.6	i	35
- COc1ccc(OC)c(CN2CCN(C(=O)c3cccc(S(=O)(=O)Nc4ccccc4OC)c3)CC2)c1
  i	1.3	i	50

# By substructure, the compounds so far containing a furan ring, fused or not
# Below each compound – Myeloid diff MLP	Myeloid diff MLP GFP+ MAC1+ %	T cell modulator	T cell modulator vesicle-bound %
- COc1ccc(OC)c(C(=O)c2coc3cc(Br)c(O)c(Br)c23)c1
  i	0.9	i	55
- COc1cccc(NC(=O)CN(C)C(=O)c2cc(-c3ccco3)nc3ccccc23)c1
  i	0.3	i	17
- CCCCN(C(=O)c1ccc(-c2ccc(Cl)cc2)o1)c1c(N)n(CCC)c(=O)[nH]c1=O
  i	1.5	i	41
